D1 PAM: enhances dopamine response at the human D1 receptor. P21728. HEK293 TREx D1 cells, calcium flux, dopamine EC20 potentiation. potentiation, % at 10 µM. 360,000 tested, 0.036% active. AID 504651; in the data active means potentiation above about 30%; further: 0% is about no effect
Vif-A3F inh: inhibitors of Vif-A3F interaction | Potency, µM (series often up to 46.1 µM), without a hit: at the highest dose activity, negative = active | HeLa A3F-eYFP + Vif (tagged APOBEC3F with the HIV-1 protein that degrades it), YFP fluorescence increase | 390,000 tested, 0.2% active; further: potency means the concentration at half of the fitted maximal effect; % of control where 0% means no effect; nearly all actives have a fitted effect of over 65% in size
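Fluorescence increase (Ex 488/Em 500-530) after overnight compound treatment at 37 deg C flags inhibition of Vif-driven A3F-eYFP loss in stable HeLa A3F-eYFP/Vif cells seeded overnight beforehand.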
D1 ag: agonists of human D1 dopamine receptor; HEK293 T-REx D1 cells, calcium flux, agonist mode; activation, % at 2 µM; 360,000 tested, 1% active; in the data active means activation above about 30%; further: 0% is about no effect
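Tetracycline-induced HEK293 TREx D1 cells, force-coupled to calcium signalling, were dye-loaded with a no-wash calcium kit. Compound was pin-added after a 10 s baseline. Fluorescence was read kinetically at 1 cycle/s for 180 s, with calcium rises flagged as agonism.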
D1 antagonist: blocks dopamine activation of the human D1 receptor; HEK293 TREx D1 cells, calcium flux, dopamine EC80; hits give low values; activity change, negative = inhibition, % at 10 µM; 360,000 tested, 3.2% active; in the data active means activity change below about -30%; further: on the % scale 0 is the no-effect control and ±100 the full control effect
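Tetracycline-induced HEK293 Trex D1 cells, force-coupled to calcium, dye-loaded; compounds added and read 180 s, then EC80 dopamine added and calcium flux tracked kinetically another 180 s.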
D2 PAM: positive allosteric modulators of human D2 dopamine receptor; HEK293 T-REx D2, calcium flux, EC20 dopamine potentiation; potentiation, % at 10 µM; 340,000 tested, 0.34% active; AID 485347;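 active means potentiation over 3 SD above the plate norm, cut at about 30% in these data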; further: 0% is about no effect
Target sequence (P14416 whole entry, looked up): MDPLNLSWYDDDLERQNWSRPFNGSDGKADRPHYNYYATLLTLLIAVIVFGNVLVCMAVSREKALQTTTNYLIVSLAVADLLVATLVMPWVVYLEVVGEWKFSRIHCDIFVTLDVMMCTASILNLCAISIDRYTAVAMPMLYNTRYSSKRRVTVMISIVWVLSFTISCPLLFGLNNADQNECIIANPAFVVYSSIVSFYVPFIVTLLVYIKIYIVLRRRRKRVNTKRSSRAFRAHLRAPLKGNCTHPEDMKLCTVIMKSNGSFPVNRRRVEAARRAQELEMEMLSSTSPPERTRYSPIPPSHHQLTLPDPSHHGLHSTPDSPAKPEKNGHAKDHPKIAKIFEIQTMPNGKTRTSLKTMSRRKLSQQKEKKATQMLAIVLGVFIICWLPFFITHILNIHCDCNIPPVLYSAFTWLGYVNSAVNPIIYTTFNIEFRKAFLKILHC
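Tetracycline-induced Hek293 Trex D2 cells, force-coupled to calcium, loaded with no-wash calcium dye. Compound added with 180 s kinetic read for agonism, then EC20 dopamine and a further 180 s read for potentiation.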
RXFP1 agonist: agonists of human relaxin receptor RXFP1; Q9HBX9; HEK293T-RXFP1 cAMP TR-FRET, 30 min; response scale: percent of porcine relaxin response, buffer zero; Potency, µM (highest dose often 57.5 µM), without a hit: top-dose activation, actives largely listed as activators; 370,000 tested, 0.3% active; further: potency means the concentration at half of the fitted maximal effect; on the % scale 0 is the no-effect control and ±100 the full control effect; nearly all actives have a fitted effect of over 60% in size; many of its hits are not listed in these tables
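HEK293T cells stably expressing RXFP1 were pretreated with the PDE4 inhibitor Ro 20174, exposed to compounds for 30 min at 37C, lysed, and cAMP was read by TR-FRET. Data normalized to buffer (basal) and 29 nM porcine relaxin (100%).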
LDHA block: blocks human lactate dehydrogenase A. purified LDHA, NADH/diaphorase-resazurin fluorescence; hits give low values. activity change, % (values are at about 110 or 230 µM). 480,000 tested, 0.15% active. AID 1347041; in the data active means activity change below about -30%; inconclusive means mostly about -25% to -30%;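 further: plate controls were DMSO wells for no effect and wells without enzyme for full effect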
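Human LDH5 (2 nM) was incubated with 0.06 mM NADH and 0.2 mM pyruvate for 5 min at room temperature in Tris pH 7.4. Remaining NADH was coupled through diaphorase/resazurin, and resorufin fluorescence was read at 0 and 20 min.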
GRP78 ERSR act: ER stress response induction in glioma; U87-MG GRP78 promoter luciferase reporter, 16 h; Potency, µM, inactives show at the highest dose activation, hits mostly activators; 420,000 tested, 0.02% active; AID 602332; further: potency means the concentration at half of the fitted maximal effect; series mostly up to about 76 µM; % of control where 0% means no effect; nearly all actives have a fitted effect of over 35% in size
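Stably transfected U87-MG glioma cells carrying a GRP78-based luciferase sensor; 16 h compound incubation. Luminescence end-point read 10 min after Bright-Glo addition at room temperature.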
Vif-A3G inh: blocks the Vif interaction with human APOBEC3G; 410,000 tested, 0.076% active; Potency, µM (series often up to 46.1 µM), for the others: top-dose activity, negative = active, actives largely listed as inhibitors; Q9HC16; HeLa A3G-eYFP + Vif (tagged APOBEC3G with the HIV-1 protein that degrades it), YFP fluorescence, overnight;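 further: potency means the concentration at half of the fitted maximal effect; on the % scale 0 is the no-effect control and ±100 the full control effect; nearly all actives have a fitted effect of over 60% in size; hits raise eYFP signal because A3G escapes Vif-driven loss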
Target sequence (Q9HC16 whole entry, looked up): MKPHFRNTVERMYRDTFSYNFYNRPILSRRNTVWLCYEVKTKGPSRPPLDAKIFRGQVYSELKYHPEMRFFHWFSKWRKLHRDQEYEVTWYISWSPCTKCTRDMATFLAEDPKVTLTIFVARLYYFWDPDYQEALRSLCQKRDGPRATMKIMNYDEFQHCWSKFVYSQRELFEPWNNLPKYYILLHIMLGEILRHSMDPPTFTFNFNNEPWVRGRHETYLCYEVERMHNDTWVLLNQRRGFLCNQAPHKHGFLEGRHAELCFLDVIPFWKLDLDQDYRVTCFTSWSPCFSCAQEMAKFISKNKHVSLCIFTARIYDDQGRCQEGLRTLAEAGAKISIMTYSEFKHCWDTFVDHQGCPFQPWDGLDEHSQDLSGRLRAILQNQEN
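HeLa cells stably expressing Vif and C-terminally eYFP-tagged A3G, seeded overnight at 37 deg C, then exposed to compound by pintool overnight at 37 deg C. Rise in yellow fluorescence (Ex 488/Em 500-530, Acumen) marks blocked Vif-driven A3G degradation.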
An asterisk follows results filed as active; ? = inconclusive; / = no result given. Unless noted, the call rests on the fitted dose curve; in most records, active means well fitted curve in the direction sought with a large enough effect; inconclusive means small, poorly fitted or top-dose-only effect, or another doubt; inactive means no such curve, though single readings can be large; an effect the other way counts as inactive or inconclusive.

Letters: A = D1 PAM; B = Vif-A3F inh; C = D1 ag; D = D1 antagonist; E = D2 PAM; F = RXFP1 agonist; G = LDHA block; H = GRP78 ERSR act; I = Vif-A3G inh
C[C@@H](O)C#Cc1ccc2c(c1)O[C@H](CN(C)C(=O)Nc1ccccc1)[C@@H](C)CN([C@@H](C)CO)S2(=O)=O
  A: /; B: -3%; C: /; D: /; E: /; F: /; G: -1; H: -2%; I: 0%
COc1ccc(CN(C(C)=O)c2ccccc2C(=O)O)cc1
  A: -9; B: 1%; C: 0; D: 11; E: 7; F: 1.1%; G: -4; H: -4%; I: -1%
COc1cc(-n2c(C)nc3cc(C(=O)N4CCOCC4)ccc32)cc(OC)c1OC
  A: -1; B: -8%; C: 1; D: -17; E: 0; F: 0.0%; G: -6; H: -4%; I: 1%
Cc1ccc(CC(=O)N2CCOCC2)cc1
  A: 0; B: -6%; C: 0; D: 2; E: 12; F: 1.9%; G: -3; H: 3%; I: 0%
O=C(c1cccc(NS(=O)(=O)c2ccc(Br)cc2)c1)N1CCN(c2ccccc2O)CC1
  A: 2; B: -7%; C: 3; D: 4; E: -10; F: 0.0%; G: 4; H: -3%; I: -7%
CCN1/C(=C/c2ccc3cc(C)cc(C)c3[n+]2CC)Sc2cc(C)ccc21
  A: 0; B: 5%; C: 11; D: -17; E: 1; F: 28%; G: -9; H: -14%; I: ?
O=C(NCc1ccccc1)c1ccc[n+]([O-])c1
  A: -1; B: -24%; C: -1; D: 4; E: 0; F: -3.7%; G: -3; H: -5%; I: 0%
Cc1ccc(-c2[nH]c3cc(C(N)=O)ccc3c(=O)c2O)cc1
  A: -7; B: 0%; C: 2; D: -36*; E: 15; F: 17%; G: 4; H: ?; I: -4%
CCn1c(SCC(=O)Nc2ccc(S(N)(=O)=O)cc2)nnc1-c1ccccc1OC
  A: 2; B: -1%; C: 0; D: -8; E: -4; F: -0.4%; G: -2; H: -3%; I: 0%
CC(=O)NCCC1CCCCN1C(=O)c1cc(COc2cc(C)ccc2C)on1 (stereo not given)
  A: 0; B: -9%; C: 4; D: -9; E: -10; F: 0.1%; G: -14; H: 3%; I: -1%
CC(=O)Nc1ccccc1OCc1nnc(-c2ccccc2Cl)o1
  A: 0; B: -3%; C: 5; D: 2; E: -2; F: 4.0%; G: -5; H: -2%; I: 0%
O=C(c1cc2c(=O)n3ccccc3nc2s1)N1CCOCC1
  A: -6; B: 1%; C: 0; D: -6; E: 1; F: 8.3%; G: 2; H: 1%; I: -1%
CC1CCN(S(=O)(=O)c2ccc(C(=O)Nc3sccc3C(N)=O)cc2)CC1
  A: -1; B: 3%; C: 0; D: -27; E: 3; F: 2.6%; G: -3; H: -6%; I: 1%
COc1cc(Cl)c(C)cc1NC(=O)CSc1nnc(CN2CCCC2)o1
  A: /; B: 4%; C: /; D: /; E: /; F: /; G: -2; H: -3%; I: 1%
CCOC(=O)C1CCN(S(=O)(=O)c2cccc3nonc23)CC1
  A: -1; B: 4%; C: 4; D: -6; E: 20; F: 0.2%; G: -10; H: -4%; I: 1%
CCOc1ccc(N(Cc2ccc(OC)cc2)C(=O)c2ccco2)cc1
  A: -10; B: 0%; C: 3; D: 9; E: 8; F: -0.7%; G: 1; H: -1%; I: -8%
Cc1cccc(Nc2nc(-c3ccc4c(c3)OCCO4)cs2)c1
  A: -5; B: -6%; C: 3; D: -6; E: /; F: 1.9%; G: -3; H: -1%; I: -7%
COc1ccc(-c2nnc(-c3ccc(OCC(C)C)cc3)o2)cc1
  A: -5; B: -1%; C: 1; D: -7; E: -9; F: 2.2%; G: -8; H: -3%; I: -6%
CCSc1ccccc1C(=O)N1CCCC1
  A: -7; B: -1%; C: 1; D: -11; E: 0; F: -0.2%; G: 1; H: -2%; I: 6%
CC1CCN(C(=O)CSc2nc3c(cnn3-c3ccc(Cl)cc3)c(=O)[nH]2)CC1
  A: 1; B: 5%; C: 0; D: -20; E: -4; F: 5.2%; G: -10; H: -2%; I: 0%
COCCn1c(C)cc(C(=O)CSc2nc3ccccc3c(=O)n2Cc2ccco2)c1C
  A: 0; B: 0%; C: 2; D: 1; E: 5; F: -0.3%; G: -8; H: -1%; I: 1%
O=C(OCCN1CCN(c2ncc(C(F)(F)F)cc2Cl)CC1)c1ccc(Cl)cc1
  A: 1; B: 8%; C: 5; D: 16; E: -17; F: -1.0%; G: 4; H: -4%; I: 2%
CCOC(=O)Nc1nc(-c2ccc(Cl)cc2Cl)cs1
  A: -1; B: ?; C: 1; D: -6; E: 8; F: 5.4%; G: -2; H: 3%; I: 1%
Cc1ccc(/C=C/C(=O)Nc2cc(S(=O)(=O)N3CCCCCC3)ccc2OCC(F)(F)F)o1
  A: 2; B: 1%; C: 6; D: 9; E: 10; F: -1.0%; G: -7; H: 2%; I: -5%
CC(C)c1nc2cc(C(=O)N3CCNC(=O)C3c3ccc(F)cc3)ccc2o1 (stereo not given)
  A: -1; B: 4%; C: 3; D: -1; E: 0; F: 2.3%; G: -2; H: -1%; I: 3%

Letters: A = D1 PAM; B = Vif-A3F inh; C = D1 ag; D = D1 antagonist; E = D2 PAM; F = RXFP1 agonist; G = LDHA block; H = GRP78 ERSR act; I = Vif-A3G inh
COC(=O)C1CCN(C(=O)C2CCN(C(=O)[C@H](C)NS(=O)(=O)c3ccc(C)cc3)CC2)CC1
  A: -7; B: -15%; C: 1; D: -4; E: 8; F: 2.3%; G: -5; H: -4%; I: 1%
Cc1cccc(C)c1NC(=O)CNC(=O)Cn1nc(C)c(C)c(C#N)c1=O
  A: -7; B: -6%; C: 2; D: -11; E: 5; F: 1.2%; G: 1; H: -3%; I: 0%
CCOc1ncccc1C(=O)Nc1nnc(C)s1
  A: 2; B: 8%; C: 3; D: -6; E: 11; F: -0.4%; G: -4; H: -2%; I: 3%
COc1ccc(S(=O)(=O)NCC2CCCN(Cc3cccnc3)C2)cc1 (stereo not given)
  A: 0; B: 5%; C: 4; D: -6; E: 2; F: 0.9%; G: -13; H: -4%; I: 1%
CC(=O)Nc1cccc(C(=O)OCC(=O)NNC(=O)c2cccs2)c1
  A: -3; B: -10%; C: 2; D: 4; E: 9; F: 0.1%; G: -2; H: -3%; I: -1%
COc1ccc(C)cc1NC(=O)CN(C)S(=O)(=O)c1ccc2c(c1)CC(C)N2C(C)=O (stereo not given)
  A: 1; B: 1%; C: 0; D: -8; E: 2; F: -2.1%; G: 3; H: -3%; I: 0%
O=C(Nc1ccc(S(=O)(=O)Nc2nccs2)cc1)c1cc(-c2ccccn2)nc2ccccc12
  A: 0; B: 9%; C: 4; D: -6; E: 2; F: 0.1%; G: -10; H: -3%; I: 0%
CCS(=O)(=O)N1CC(=O)N(c2ccc(Cl)cc2C)C(C)(C(=O)NC2CCCCCC2)C1 (stereo not given)
  A: 5; B: 3%; C: 2; D: -2; E: -13; F: -3.4%; G: -21; H: -1%; I: -1%
COc1ccccc1CNC(=O)C(=O)NCC(c1cccs1)S(=O)(=O)c1cccs1 (stereo not given)
  A: -2; B: -3%; C: 7; D: /; E: 7; F: -0.7%; G: -5; H: -1%; I: -3%
COc1ccc(C(C)=O)cc1CC(=O)N(Cc1ccccc1)c1ccccc1
  A: -12; B: -15%; C: 0; D: -2; E: /; F: 0.9%; G: -1; H: -4%; I: -3%
Cc1cccc2cc(C(c3nnnn3Cc3ccccc3)N3CCCc4ccccc43)c(=O)[nH]c12 (stereo not given)
  A: -3; B: -8%; C: 2; D: 7; E: -2; F: 10%; G: 10; H: -1%; I: 1%
COc1ccc(CN2C(=O)C(C)Nc3ncnc(N4CCN(c5ccccn5)CC4)c32)cc1 (stereo not given)
  A: /; B: -8%; C: /; D: /; E: /; F: /; G: -9; H: -4%; I: -28%
COc1cc2c(cc1OC)C(C)N(C(=O)Nc1cc(C)cc(C)c1)CC2 (stereo not given)
  A: 15; B: -18%; C: 1; D: 2; E: 4; F: 0.1%; G: -5; H: -7%; I: ?
O=C(Cc1ccccc1)N/N=C/c1ccc[nH]1
  A: -1; B: -3%; C: 1; D: -1; E: -7; F: 0.0%; G: -2; H: -3%; I: -2%
Cc1ccc(C(=O)Oc2ccc(/C=N/NC(N)=O)cc2)cc1
  A: -1; B: 0%; C: 1; D: 9; E: 17; F: 0.0%; G: -4; H: -1%; I: -3%
O=c1c(=O)n(-c2ccc(F)c(F)c2)ccn1Cc1ccc(F)cc1Cl
  A: -2; B: -3%; C: 4; D: 6; E: -5; F: -0.9%; G: -8; H: -2%; I: 2%
O=C(CSc1nnc2scc(-c3ccc(F)cc3)n12)NCc1ccco1
  A: -6; B: -3%; C: 0; D: -4; E: -8; F: 2.5%; G: -11; H: -4%; I: -6%
Cc1cc2c(s1)c1cnn(Cc3ccc(F)cc3F)c(=O)c1n2C
  A: 10; B: /; C: 1; D: 8; E: /; F: /; G: -5; H: /; I: /

An excerpt of these results, with each value named.
O=C(Nc1ccc(S(=O)(=O)Nc2nccs2)cc1)c1cc(-c2ccccn2)nc2ccccc12
  D1 PAM: 0
  Vif-A3F inh: 9%
  D1 ag: 4
  D1 antagonist: -6
  D2 PAM: 2
  RXFP1 agonist: 0.1%
  LDHA block: -10
  GRP78 ERSR act: -3%
  Vif-A3G inh: 0%
Cc1cccc2cc(C(c3nnnn3Cc3ccccc3)N3CCCc4ccccc43)c(=O)[nH]c12 (stereo not given)
  D1 PAM: -3
  Vif-A3F inh: -8%
  D1 ag: 2
  D1 antagonist: 7
  D2 PAM: -2
  RXFP1 agonist: 10%
  LDHA block: 10
  GRP78 ERSR act: -1%
  Vif-A3G inh: 1%
CCOc1ncccc1C(=O)Nc1nnc(C)s1
  D1 PAM: 2
  Vif-A3F inh: 8%
  D1 ag: 3
  D1 antagonist: -6
  D2 PAM: 11
  RXFP1 agonist: -0.4%
  LDHA block: -4
  GRP78 ERSR act: -2%
  Vif-A3G inh: 3%
Cc1cccc(C)c1NC(=O)CNC(=O)Cn1nc(C)c(C)c(C#N)c1=O
  D1 PAM: -7
  Vif-A3F inh: -6%
  D1 ag: 2
  D1 antagonist: -11
  D2 PAM: 5
  RXFP1 agonist: 1.2%
  LDHA block: 1
  GRP78 ERSR act: -3%
  Vif-A3G inh: 0%

A portion of the library; count on the stated rates, not on these rows.
